High-throughput results: PubChem, National Center for Advancing Translational Sciences (NCATS)
RECQ1 helicase = RECQ1 (human) helicase inhibition. RECQ1 DNA unwinding, red fluorescence kinetic read. Potency, µM (highest dose often 57.3 µM), without a hit: at the top dose activity, negative = inhibition, actives largely listed as inhibitors. 0.54% of 240,000 active. P46063;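 note: plate controls were vehicle for no effect and no enzyme for full effect; nearly all actives have a fitted effect of over 30% in size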
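50 nM RECQ1T1 preincubated 15 min with compound in Tris pH 8.0 buffer with MgCl2, DTT, Tween-20 and 2.5 ug/ml poly(dI-dC); started with 200 nM TAMRA/BHQ-2 forked duplex and 2 mM ATP. Unwinding read as fluorescence (525/598 nm), two reads 2 h apart.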
TR SRC2 fluor cs = Texas Red fluorescence interference in TRb-SRC2 counter-screen. TRb/SRC2 Texas Red total fluorescence interference. Potency, µM (highest dose often 106 µM), inactives show at the top dose fluorescence change, negative = quenching. 0.29% of 280,000 active; active = well fitted curve in either direction with a large enough effect; inconclusive = small, poorly fitted or top-dose-only effect; note: % is set by controls: 0 for no effect and ±100 for the full control effect
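Flags fluorescent or light-absorbing compounds by total fluorescence, S + 2P, at 555 nm excitation and 632 nm emission. Mixture: 20 nM Texas Red SRC2 peptide, 0.6 uM human TRb LBD, 1 uM T3, 5% DMSO; compound exposure 5 h at ambient temperature.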
TRb-SRC2 inh = inhibitors of human thyroid hormone receptor beta-SRC2 interaction; P10828; TRbeta-SRC2 peptide binding, fluorescence polarization; receptor liganded with 1 µM T3; Potency, µM (series often up to 106 µM), inactives show top-dose activity change, negative = inhibition, actives largely listed as inhibitors; 0.065% of 280,000 active;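 note: plate controls were bound peptide for no effect and peptide without receptor for full effect; nearly all actives have a fitted effect of over 50% in size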
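Decrease in fluorescence polarization of 20 nM Texas Red SRC2 coactivator peptide flagged inhibition of its binding to 0.6 uM TRb LBD; 1 uM T3 included, incubation 5 hr, ex 555/em 632 nm.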
Tau fluor cs = counter-screen for tau fibril formation inhibitors | tau K18 P301L Alexa594 fluorescence, heparin fibrillization | Potency, µM (doses to about 57.7 µM), without a hit: top-dose activity change, negative = decrease | 0.93% of 280,000 active | AID 1463; note: % is set by controls: 0 for no effect and ±100 for the full control effect; nearly all actives have a fitted effect of over 55% in size
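Human K18 P301L tau (15 uM unlabeled plus 0.24 uM Alexa 594-labeled, final) in 100 mM sodium acetate pH 7 was mixed with compound and 20 uM heparin and incubated 6 hr at 37 C.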
L3MBTL1 block = L3MBTL1 (human) inhibition | Potency, µM (highest dose often 57.1 µM), for the others: at the highest dose activity, negative = inhibition, most hits filed as inhibitors | AlphaScreen L3MBTL1–H3K9me1 peptide binding | 0.66% of 230,000 active | Q9Y468 | AID 485360; note: % is set by controls: 0 for no effect and ±100 for the full control effect; nearly all actives have a fitted effect of over 60% in size
Target sequence (Q9Y468 whole entry, looked up): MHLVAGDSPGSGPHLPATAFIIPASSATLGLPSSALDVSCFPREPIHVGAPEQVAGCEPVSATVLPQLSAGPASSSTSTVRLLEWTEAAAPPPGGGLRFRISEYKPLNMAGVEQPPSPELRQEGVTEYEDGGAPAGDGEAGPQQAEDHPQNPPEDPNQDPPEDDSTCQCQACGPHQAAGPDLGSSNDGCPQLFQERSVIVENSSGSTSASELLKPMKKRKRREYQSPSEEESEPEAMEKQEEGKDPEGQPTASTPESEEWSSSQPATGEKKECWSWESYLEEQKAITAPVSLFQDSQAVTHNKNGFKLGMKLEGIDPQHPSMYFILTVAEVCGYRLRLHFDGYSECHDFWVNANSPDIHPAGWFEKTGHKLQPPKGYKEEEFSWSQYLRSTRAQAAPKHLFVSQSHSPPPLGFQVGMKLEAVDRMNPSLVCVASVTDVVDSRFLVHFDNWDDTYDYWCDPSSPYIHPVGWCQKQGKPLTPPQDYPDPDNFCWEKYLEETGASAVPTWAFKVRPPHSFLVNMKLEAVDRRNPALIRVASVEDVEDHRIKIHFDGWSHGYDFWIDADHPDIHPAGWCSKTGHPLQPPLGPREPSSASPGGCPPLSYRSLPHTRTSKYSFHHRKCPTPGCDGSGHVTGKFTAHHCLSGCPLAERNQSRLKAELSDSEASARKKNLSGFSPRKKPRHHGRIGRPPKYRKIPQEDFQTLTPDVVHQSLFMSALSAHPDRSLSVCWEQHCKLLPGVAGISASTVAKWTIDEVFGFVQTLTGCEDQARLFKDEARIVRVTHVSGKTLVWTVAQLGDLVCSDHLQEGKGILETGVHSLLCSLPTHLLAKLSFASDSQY
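First, the protein-peptide complex forms for 30 min at room temperature (L3MBTL1 50 nM, biotinylated H3K9me1 peptide 75 nM). Next, compounds are pin-transferred and incubated 30 min. Finally, AlphaScreen beads are added and read after 30 min.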
Tau fibril ThT = tau fibrillization inhibition (ThT binding). P10636. recombinant tau K18 P301L (four-repeat tau fragment), heparin-induced fibrillization, ThT fluorescence. Potency, µM (series often up to 57.4 µM), without a hit: top-dose activity, negative = inhibition, hits mostly inhibitors. 2.1% of 270,000 active. AID 1460; note: % is set by controls: 0 for no effect and ±100 for the full control effect; nearly all actives have a fitted effect of over 55% in size
Target sequence (P10636 561-689 P618L limits assumed): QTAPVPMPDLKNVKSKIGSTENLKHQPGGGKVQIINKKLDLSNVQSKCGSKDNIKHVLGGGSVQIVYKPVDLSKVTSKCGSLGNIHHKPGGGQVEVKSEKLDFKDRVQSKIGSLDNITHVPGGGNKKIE
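Aggregation was driven by heparin (20 uM final) acting on recombinant tau […] bearing P301L in 100 mM sodium acetate pH 7; fibrils were detected with Thioflavin T.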
HTT cytoprotect = cytoprotection in Huntington HTT-Q103 PC12 cell model | PC12 HTT-Q103 induced, cytoprotection, ATP luminescence, 40 h | Potency, µM (top dose mostly 56.4 µM), inactives show cytoprotection (ATP increase), most hits filed as activators | 0.14% of 230,000 active | AID 1471;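 note: % of control where 0% means no effect; nearly all actives have a fitted effect of over 45% in size; toxic huntingtin expression switched on by the ecdysone agonist tebufenozide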
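Huntington model: PC12 line, ecdysone-inducible HTTQ103 exon1–GFP, tebufenozide 100 nM. Test articles in a dose series. Endpoint luminescence from cellular ATP.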
Tau fibril FP = blocks human tau fibril formation measured by polarization; 0.39% of 280,000 active; P10636; Potency, µM (series often up to 57.7 µM), for the others: at the highest dose activity, negative = inhibition, usual class: inhibitors; K18 P301L tau heparin fibrillization, Alexa594 FP, 6 h; note: % is set by controls: 0 for no effect and ±100 for the full control effect; nearly all actives have a fitted effect of over 55% in size
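Quantitative HTS format: compounds meet 15 uM recombinant K18 P301L tau and Alexa 594-tau tracer in 100 mM sodium acetate pH 7; 20 uM heparin triggers fibrillization at 37 C over 6 hr; FP gives the signal.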
Active calls of the source: *; i = inactive; ? = inconclusive; . = not tested or not shown; & = joins results of further samples; [ ] = dose if it differs, or a comment. Unless noted, calls come from the whole dose curve; as a rule, active = well fitted curve in the direction sought with a large enough effect; inconclusive = small, poorly fitted or top-dose-only effect, or another doubt; inactive = no such curve, though single readings can be large; an effect the other way counts as inactive or inconclusive. Potency is the fitted concentration of half-maximal effect. Some of the compounds tested. The share of hits here may be higher or lower than overall.

SMILES | RECQ1 helicase | TR SRC2 fluor cs | TRb-SRC2 inh | Tau fluor cs | L3MBTL1 block | Tau fibril ThT | HTT cytoprotect | Tau fibril FP
N#Cc1c(-c2ccccc2)c(-c2ccccc2)n(Cc2ccco2)c1NC(=O)c1cccs1 | i | -3% | 5% | -16% | -6% | -14% | 15% | -7%
[S-]C(=Nc1ccc(Cl)cc1)N[n+]1ccccc1 | 2% | -7% | -7% | -5% | -15% | -7% | . | 6%
O=C(NNC(=O)c1cc(-c2ccccc2)nn1-c1ccccc1)c1ccccc1 | 4% | 1% | -1% | -6% | -5% | 5% | 8%[1.9 µM] | -3%
COc1ccc(-c2ccc(CCC(=O)O)n2NC(=O)c2ccc(C(C)(C)C)cc2)cc1 | -12% | -1% | 6% | -5% | -11% | -12% | -6%[10 µM] | 8%
COc1ccccc1N1CCN(c2ncnc3nc[nH]c23)CC1 | -4% | -2% | -5% | -6% | ? | -13% | 8%[10 µM] | 3%
COc1ccc(NC(=O)CN2CC(c3ccccc3)CC2=O)cc1OC (centres undefined) | -4% | -6% | 9% | 2% | 6% | -3% | -16% | -1%
COC(=O)c1ccc2c(=O)n(Cc3ccc(C(=O)NC(C)C)cc3)c(=S)[nH]c2c1 | -14% | -2% | -1% | 2% | 7% | 3% | . | -2%
COc1cc([N+](=O)[O-])cc2sc(NC(=O)C3CC3)nc12 | -6% | -1% | 1% | -13% | 7% | -18% | -18% | -1%
O=C(Nc1ccc(CN2CCCCC2)cc1)c1cccc(Br)c1 | -7% | -6% | 5% | 0% | -3% | 2% | 8%[10 µM] | 0%
CCOC(=O)COc1cccc2c(=O)n(CC(=O)N3CCCc4ccccc43)ccc12 | i | 0% | -2% | 1% | 7% | -8% | 4%[10 µM] | 5%
COc1cc2c(cc1O)CCC1C2CC[C@@]2(C)C1CC[C@@H]2O (some centres undefined) | -6% | -2% | -11% | -20% | . | -17% | -64%[inhibitor] | 7%
Cc1nc2cc3c(cc2c(C)c1C(=O)OC(C)C)OCO3 | -1% | -2%[53 µM] | -2%[53 µM] | 12% | 5% | 19% | -15%[10 µM] | 4%
CCOC(=O)CNC(=O)Nc1ccccc1C(=O)OC | -3% | -3% | -6% | -8% | . | -13% | 2% | -5%
CNC(=S)N1CCN(c2ccccn2)CC1 | 2% | 2% | 3% | -3% | 0% | -6% | 9%[10 µM] | -4%
CC(C)(C)NC(=O)c1cc(C(C)(C)C)c(O)c(C(C)(C)C)c1 | 0% | 0% | -5% | 7% | 1% | 4% | 12%[0.074 µM] | -3%
CC(C)CCNc1c(-c2cccs2)nc2ccccn12 | i | 0% | -9% | 14%[2.34 µM] | -6% | 1% | ? | 4%
COc1cccc(Cn2c(Oc3cccc(C)c3)nc3c2c(=O)n(C)c(=O)n3C)c1 | -3% | -1% | -15% | -6% | -7%[11.4 µM] | -9% | -13% | 0%
COc1ccc(CC(=O)Nc2nc3c(s2)CCCC3)cc1 | . | ? | -3% | -15% | . | -3% | . | -3%
O=C(Nc1nc2ccc(Oc3ccccc3)cc2s1)c1cc([N+](=O)[O-])ccc1N1CCOCC1 | -13% | 0% | 3% | ? | -17% | ? | 0%[10 µM] | -11%
CCCCNc1c(C(=O)OCC)c(C)nc2c1cnn2CC | -7% | -2% | 3% | -13%&-14% | . | ? | ? | 4%&0%
O=C(O)C1CSC(CCc2ccccc2)N1 (centres undefined) | i | 0% | -5% | 3% | 6% | ? | 20% | 0%
COc1ccc(-c2noc(CCC(=O)NCCCN3CCN(c4ccccc4F)CC3)n2)cc1 | i | -1% | 2% | -11% | . | -5% | -17% | 10%
O=C(NC(=S)Nc1ccc(N2CCOCC2)cc1)c1ccc(Cl)cc1 | 0% | 0% | 1% | -12% | -4% | ? | . | 1%
CC(=O)Nc1ccc(S(=O)(=O)NCc2csc(-c3cccnc3)n2)cc1 | -5% | -4% | -22% | 1% | 4% | -3% | 20%[10 µM] | -11%
Cc1ccc(/C=N/N2CCN(c3ccc(Cl)cc3)CC2)o1 | -12% | -2% | -10% | -18% | -3% | ? | -1% | 5%
CCc1ccccc1NC(=O)c1cc2nc(-c3ccc(Br)cc3)cc(C(F)(F)F)n2n1 | . | 4% | 2% | -5% | . | -17% | . | -9%
N#Cc1cc(-c2ccc(Cl)cc2)cnc1Sc1ccc(F)cc1 | 16% | -1% | -8% | -8% | -4% | -11% | -19% | -2%
CCOc1ccc(NC(=O)CC2C(=O)N(c3cccc(C)c3)C(=O)N2Cc2cccnc2)cc1 (centres undefined) | . | 0% | 1% | -5% | . | 15% | . | 3%
CN1CCN(Cc2nc3ccccc3c(=O)n2CC#N)CC1 | -2% | -2% | -5% | 2% | -16% | -3% | -40%[inhibitor] | -7%
CCCCOC(=O)Oc1ccc2c(=O)c(Oc3cc(C)cc(C)c3)coc2c1 | 0% | -3% | -1% | -6% | 2% | ? | 18%[10 µM] | -5%

Looked up above.
O=C(NC(=S)Nc1ccc(N2CCOCC2)cc1)c1ccc(Cl)cc1 in RECQ1 helicase is entered as 0%
N#Cc1cc(-c2ccc(Cl)cc2)cnc1Sc1ccc(F)cc1 in HTT cytoprotect is entered as -19%

Reprinted at random: 3 records from the list, in no set order.
SMILES | RECQ1 helicase | TR SRC2 fluor cs | TRb-SRC2 inh | Tau fluor cs | L3MBTL1 block | Tau fibril ThT | HTT cytoprotect | Tau fibril FP
CN1CCN(Cc2nc3ccccc3c(=O)n2CC#N)CC1 | -2% | -2% | -5% | 2% | -16% | -3% | -40%[inhibitor] | -7%
COc1cc2c(cc1O)CCC1C2CC[C@@]2(C)C1CC[C@@H]2O (some centres undefined) | -6% | -2% | -11% | -20% | . | -17% | -64%[inhibitor] | 7%
CCc1ccccc1NC(=O)c1cc2nc(-c3ccc(Br)cc3)cc(C(F)(F)F)n2n1 | . | 4% | 2% | -5% | . | -17% | . | -9%

Additional structures follow.
SMILES | RECQ1 helicase | TR SRC2 fluor cs | TRb-SRC2 inh | Tau fluor cs | L3MBTL1 block | Tau fibril ThT | HTT cytoprotect | Tau fibril FP
Cc1cn2c(=O)c(S(=O)(=O)Nc3ccc(OC(F)(F)F)cc3)c(C)nc2s1 | . | -4% | 7% | -12% | . | 6% | . | 8%
CN(CC(=O)Nc1ccc(S(=O)(=O)N2CCCC2)cc1)Cc1cccc(Cl)c1Cl | -9% | -1%[53 µM] | 9%[53 µM] | -11% | -2% | -4% | 18%[10 µM] | 7%
CCCSc1ccc(C(=O)Nc2ccc(Cl)cc2)cn1 | i | -1% | 0% | -10% | 5% | -7% | -32%[inhibitor] | -12%
COC(=O)Nc1sc2c(c1C(=O)NCc1ccco1)CCC2 | -4% | -7% | -9% | 2% | ? | 6% | -23%[0.074 µM] | 5%
Cc1ccc(CN2C(=O)CCC2C(=O)NC(C)C)cc1 (centres undefined) | -4% | -4% | -10% | 9% | 39%[activator] | 12% | -10% | 1%
O=C(Cn1cncc1-c1ccc([N+](=O)[O-])cc1)Nc1ccccc1F | -1% | -14% | 6% | -9% | 9% | -4% | . | 0%
COCCCNc1nc2nonc2nc1N1CCN2CCCC2C1 (centres undefined) | -7% | 0% | 0% | -8% | 5% | -11% | 26%[10 µM] | 5%
N=C1CCCN1CC(=O)c1ccc(Cl)cc1 | -3% | 0% | 0% | 0% | 12% | -3% | ? | -7%
CC(C)(C)c1ccc(OCC(=O)NCc2ccco2)cc1 | 8% | -1% | -2% | -12% | 0% | -13% | 4% | -7%
COC(=O)CC1SC(=O)NC1=Nc1ccccc1 (centres undefined) | 13% | -1% | 2% | -2% | 7% | -5% | -7% | -2%
CCc1ccc(-c2[nH]c3c(c2-c2sc(C)c(C(=O)OC)c2O)c(=O)[nH]c(=O)n3C)cc1 | . | 7% | 4% | ? | . | -16% | . | 10%
CCOc1ccc(C(C)NC(=O)c2cccnc2OCC)cc1OCC (centres undefined) | -15% | 3% | -5% | -5% | -1% | -4% | -6%[10 µM] | 1%
COC(=O)c1cc(C)sc1NC(=O)C1C2C=CC(CC2)C1C(=O)O (centres undefined) | -3% | -2% | 1% | 7% | 0% | -3% | . | 3%
CC(C)c1ccccc1NC(=O)CNC(C)c1ccc(F)cc1 (centres undefined) | -15% | -2% | -4% | -1% | 15% | 6% | -10% | 10%
Nc1nc(SCc2ccc([N+](=O)[O-])cc2)nc2nc3c(cc12)CCCC3 | -11% | -1% | 10% | -18% | -1% | -16% | 5%[10 µM] | -1%
COCCOC(=O)C1=C(N)OC2=C(C(=O)CC(C)(C)C2)C1c1cccnc1 (centres undefined) | -2% | 1% | 0% | -11% | 13%[11.4 µM] | -13% | -1% | -6%
CCCNS(=O)(=O)c1ccc(CCC(=O)N2CCN(c3ccc(OC)cc3)CC2)cc1 | -4% | 1% | 13% | -23% | . | ? | -3% | 15%
O=C(NNc1c(Cl)cncc1Cl)c1cccs1 | 2% | -5% | -1% | -12% | -2% | -9% | -7%[10 µM] | 0%
Cc1cc(C)cc(N(CC(=O)N2CCn3c2nc2ccccc23)S(=O)(=O)c2c(C)noc2C)c1 | -7% | -2% | -11% | -19% | . | -10% | -16% | -5%
Cc1ccc(C)c(NC(=O)CSc2nnc(-c3ccncc3)n2N)c1 | -7% | 2% | -18% | -3% | 1% | -9% | -15% | -3%
Cc1ccc(NC(=O)CSC2=C(C#N)C(c3ccco3)CC(=O)N2)cc1 (centres undefined) | -10% | 1% | -13% | -24% | . | -11% | -7% | -2%
CCC1Oc2ccc(Cl)cc2N(CC(=O)O)C1=O (centres undefined) | i | 0% | -7% | -4% | 1% | -3% | -15%[0.074 µM] | 4%
Cc1c(C2CC(=O)N(c3ccccc3)C2=O)[nH]n(-c2ccccc2)c1=O (centres undefined) | -6% | 0% | 9% | -15% | -4% | ? | -7% | -1%
C=CCNCCOCCOc1ccc(C)cc1[N+](=O)[O-] | -3% | -10% | 3% | 3% | 2% | -1% | 1% | -1%
